K1F lysis inhibition: inhibition of K1F phage lysis, E. coli UTI89, bacterial capsule biogenesis inhibitors, alamar blue (AID 488966); E. coli UTI89 K1F phage lysis, alamar blue, 2 h; higher % means a stronger effect; inhibition, % at 100 µM, or IC50 in µM where a hit was titrated; actives 0.02% (n = 340,000);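 active = phage lysis inhibition, versus mean bacterial control, above a set limit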;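 note: capsule biogenesis inhibitors block K1F phage lysis so surviving cells raise fluorescence; higher fluorescence means more inhibition of phage lysis; actives were called in the ten point dose series up to 300 µM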
CSM14.1 death rescue: rescue of cells from ER stress-induced death, primary screen, 384-well, CSM14.1, thapsigargin, ATP luminescence (AID 1222) | 190,000 tested, under 10 active | cellular ATP content (survival), % at 20 µM; hits with a dose series show EC50 in µM | CSM14.1 thapsigargin-induced death rescue, ATP luminescence; higher % means a stronger effect;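 active = EC50 below 50 µM in the dose-response confirmation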;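 note: death triggered by thapsigargin at about 15 µM added after 2 h compound pretreatment; cell ATP read after overnight thapsigargin exposure of roughly 18 to 22 hours; normalized against plate controls of thapsigargin alone and 5% DMSO vehicle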
XIAP displacement: XIAP antagonists, biochemical, IAP family, fluorescence polarization (AID 1018); E3 ubiquitin-protein ligase XIAP (Homo sapiens); actives 0.007% (n = 200,000); XIAP BIR domain, fluorescence polarization peptide displacement; higher % means a stronger effect; displacement, % at 20 µM, or IC50 in µM where a hit was titrated; in the data active = displacement above about 50%; note: a part of the inactive calls stands beside numbers as strong as those of hits
NS5 inhibitors: Dengue-2 NS5 methyltransferase inhibitors, primary screen, biochemical, confirmation dose response (AID 588689); Genome polyprotein (Dengue virus type 2 (strain 16681-PDK53)); Dengue-2 NS5 methyltransferase capping enzyme assay, biochemical; higher % means a stronger effect; inhibition, % at 25 µM, or IC50 in µM where a hit was titrated; actives 0.3% (n = 340,000); in the data active = a potency from the dose series
WT yeast gro inh: growth inhibition of WT strain, primary screen, mitochondrial fusion inhibitor project, WT and mutant strains, chemical genetic; mitochondrial fusion phenotypic screen; inhibition, % at 10 µM; actives 2.1% (n = 190,000); AID 1362, 2008; in the data active = inhibition above about 58%; tested in S. cerevisiae
Yfh1-depleted yeast: enhancers of respiration in Yfh1-depleted yeast, dose response, Friedreich's ataxia, plus single-dose screen (AID 1465); S. cerevisiae Yfh1-off respiration, WST-1 reduction, 72 h; higher fold induction means a stronger effect; fold induction at 50 µM, or EC50 in µM where a hit was titrated; actives 0.074% (n = 220,000);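 active = fold induction of absorbance versus untreated yeast above a set limit, then at least 30% activation at any dose in follow-up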;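 note: activators that raise dye reduction in frataxin-depleted yeast; strong numbers were not always called active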
RSV antiviral HEp-2: RSV antiviral activity via CPE protection, HEp-2 cells, primary 10 µM value included (AID 2391); HEp-2 cells, RSV-induced CPE inhibition; higher % means a stronger effect; CPE inhibition, % at 10 µM; hits with a dose series show IC50 in µM; actives 0.13% (n = 310,000); in the data active = a potency from the dose series; note: strong numbers were not always called active
SV40 large T antigen: SV40 large T antigen inhibitors, biochemical (AID 1903); SV40 large T antigen ATPase/helicase inhibition assay; higher % means a stronger effect; actives 0.39% (n = 310,000); one-dose inhibition, % at 20 µM; IC50 in µM for titrated hits; in the data active = a potency from the dose series; note: strong numbers were not always called active
West Nile antiviral: West Nile virus antiviral activity, cell-based, CPE readout (AID 1621). West Nile virus-infected cells, CPE inhibition; higher % means a stronger effect. CPE inhibition, % at 10 µM; hits with a dose series show IC50 in µM. actives 0.02% (n = 290,000); in the data active = a potency from the dose series; note: strong numbers were not always called active
WT yeast gro inh mutant strain: further read-out of WT yeast gro inh, marked with its call; inhibition, %; mitochondrial fusion phenotypic screen, mutant strain inhibition
Active calls of the source: *; i = inactive; · = no result given; [ ] = remark or other dose.

1	CCc1cc(=O)oc2c3c(cc(OCC(=O)NCc4ccncc4)c12)OC(C)(C)CC3
2	O=C(Nc1cccc([N+](=O)[O-])c1)Nc1ccc2c(c1)OCCO2
3	O=C1N[C@@H](Cc2ccccc2)C(=O)N2[C@@H]3N(S(=O)(=O)c4ccc(F)cc4)c4ccccc4[C@]3(Br)C[C@@H]12
4	O=C(O)CN1CCN(Cc2ccccc2F)C1=O
5	CCn1ccnc1CN(C)C(=O)c1ccc(OC2CCN(CCc3ccccc3)CC2)cc1
6	CSC(=NS(=O)(=O)c1ccccc1)SC
7	Cc1ccc(C(=O)COC(=O)CCC(=O)NC2CCCCC2)cc1C
8	CCOc1cccc2sc(NC(=O)c3ccc(Br)s3)nc12
Compound | 1 | 2 | 3 | 4 | 5 | 6 | 7 | 8
K1F lysis inhibition | 7.1% | 0.0% | 1.0% | 0.0% | 0.0% | -0.2% | 3.6% | -1.5%
CSM14.1 death rescue | · | -1.6% | · | 0.6% | · | -1.7% | -0.5% | 1.8%
XIAP displacement | · | -7.3% | · | -0.9% | · | -4.4% | 1.5% | -3.1%
NS5 inhibitors | -4% | -18% | -6% | -5% | 3% | -3% | -9% | 0%
WT yeast gro inh | · | -4 | · | -8 | · | -15 | · | 20
WT yeast gro inh mutant strain | · | 6 | · | 9 | · | -13 | · | 20
Yfh1-depleted yeast | · | i | i | i | · | i | i | i
RSV antiviral HEp-2 | 1.6% | 2.7% | 28% | -1.0% | 0.1% | 1.7% | 2.1% | 5.8%
SV40 large T antigen | 6% | 6% | 12% | 8% | -3% | 3% | 15% | -1%
West Nile antiviral | -0.5% | -0.6% | -0.3% | -0.3% | -0.9% | -0.1% | -0.1% | 0.4%

9	CCC(=O)NC1(Cc2ccc(O)cc2)CCCCC1
10	CC(C)N(CCc1ccncc1)C(=O)Nc1ccc(F)cc1
11	COc1ccc(-c2noc(CCC(=O)O)n2)cc1
12	COC(=O)c1ccccc1-c1ccc(C(c2c(C)[nH][nH]c2=O)c2c(C)[nH][nH]c2=O)o1
13	CCOc1ccccc1C(=S)NC1CCCCC1
14	CCOc1ccccc1NC(=O)CSc1nnc(Cc2cccn2C)n1-c1ccc(F)cc1
15	Cc1cccc(NC(=O)CN2C(=O)N/C(=C/c3cc(C)n(C)c3C)C2=O)c1
16	Cc1nn(C)c(C)c1S(=O)(=O)N(CC(=O)NCCN1CCOCC1)c1ccc(C(C)C)cc1
Compound | 9 | 10 | 11 | 12 | 13 | 14 | 15 | 16
K1F lysis inhibition | 0.5% | -1.3% | 1.6%[50 µM] | -0.7% | 0.1% | 4.4% | -0.4% | 0.1%
CSM14.1 death rescue | -0.8% | -0.9% | -4.2% | 0.8% | · | · | -0.8% | -0.6%
XIAP displacement | 0.0% | -1.5% | -0.7% | -5.9% | · | -7.0% | -5.6% | -0.6%
NS5 inhibitors | -9% | -5% | 3% | 41% | 1% | -1% | -9% | -1%
WT yeast gro inh | 1 | -10 | 3 | -1 | · | 5 | 9 | 13
WT yeast gro inh mutant strain | -1 | 0 | -26 | -9 | · | -5 | 6 | 1
Yfh1-depleted yeast | i | i | i | i | · | i | i | i
RSV antiviral HEp-2 | -0.5% | 0.1% | 1.4% | 0.3% | 2.3% | -1.4% | · | 0.7%
SV40 large T antigen | 7% | -2% | 2% | 10% | 11% | -3% | 7% | 3%
West Nile antiviral | -0.6% | -0.2% | 0.2% | -0.3% | -0.8% | -0.8% | 0.8% | 0.0%

17	Cc1nc(C(=O)Nc2ccccc2Cl)cc2c1[nH]c1ccccc12
18	CC(NC(=O)CCNC(=O)N1CCn2c1nc1ccccc12)c1ccccc1 (stereo unspecified)
19	O=C(Nc1ccccc1N1CCCC1)C1CCN(S(=O)(=O)c2ccccc2C(F)(F)F)CC1
20	CC12CCC(C[N+](C)(C)C1)C2(C)C (stereo unspecified)
21	CNC(=S)N(Cc1ccc2c(c1)OCO2)C1CC(=O)N(c2ccccc2)C1=O (stereo unspecified)
22	CCOC(=O)C1CCCN(C(=O)COc2ccccc2O)C1 (stereo unspecified)
23	COc1ccc(S(=O)(=O)N2CCC(C(=O)Nc3nnc(C)s3)CC2)cc1OC
24	Cc1ccc(N2C(=O)NC(NC(=O)C(C)(C)C)(C(F)(F)F)C2=O)cc1C (stereo unspecified)
Compound | 17 | 18 | 19 | 20 | 21 | 22 | 23 | 24
K1F lysis inhibition | 0.2% | 0.3% | -0.2%[50 µM] | -0.1% | 1.1% | 0.2% | 1.7%[50 µM] | -3.2%
CSM14.1 death rescue | 0.4% | · | · | -1.7% | -3.6% | -1.1% | · | -0.4%
XIAP displacement | -0.9% | · | · | -4.2% | -6.9% | -4.2% | · | -8.1%
NS5 inhibitors | 1% | -8% | 0% | 19% | -2% | 0% | -7% | -1%
WT yeast gro inh | -12 | · | · | -9 | 15 | 2 | · | -6
WT yeast gro inh mutant strain | -9 | · | · | -2 | -3 | 12 | · | -26
Yfh1-depleted yeast | i | · | · | i | i | i | · | i
RSV antiviral HEp-2 | -2.4% | 1.0% | 47% | 0.9% | 0.6% | 0.3% | -0.7% | 2.8%
SV40 large T antigen | 0% | 11% | 14% | 9% | -13% | 19% | 13% | -2%
West Nile antiviral | -1.8% | -0.4% | · | -0.3% | -0.6% | 0.3% | · | -0.5%

25	O=C(O)CCC(=O)CCC(=O)c1ccc(Cl)cc1
26	Cc1ccc(NC(=O)c2cccnc2C(=O)O)nc1
27	CC1(C)CC(=O)C(N=Nc2cccc(F)c2C#N)=C(O)C1
28	CC(/C=N/NC(=O)c1ccc(Cn2cc([N+](=O)[O-])cn2)o1)=C\c1ccccc1
29	O=C(OCn1nnc2ccccc2c1=O)c1cc(-c2ccccc2Cl)nc2ccccc12
30	C=CCNS(=O)(=O)c1cc2c3c(c1)CCN3C(=O)CC2
31	CCOC(=O)C1CCN(CC(=O)c2c(C)[nH]c3ccccc23)CC1
32	Cc1ccc(C)c(NC(=S)N/N=C2\CCc3ccccc32)c1
Compound | 25 | 26 | 27 | 28 | 29 | 30 | 31 | 32
K1F lysis inhibition | 4.7% | -0.1% | -0.8% | 0.1% | 0.0% | 0.4% | 0.3% | 0.4%
CSM14.1 death rescue | -2.6% | · | · | · | 0.5% | · | -3.0% | ·
XIAP displacement | 80% | · | · | · | -3.3% | · | 1.9% | ·
NS5 inhibitors | -1% | -5% | 5% | 0% | 6% | -3% | -3% | -6%
WT yeast gro inh | 14 | · | · | · | 7 | · | 13 | ·
WT yeast gro inh mutant strain | 2 | · | · | · | 14 | · | 26 | ·
Yfh1-depleted yeast | i | · | i | · | i | · | i | i
RSV antiviral HEp-2 | -0.2% | 2.7% | 2.5% | 2.0% | 0.2% | 6.5% | 0.4% | 10%
SV40 large T antigen | 6% | 7% | 3% | 16% | 6% | 3% | 8% | 27%
West Nile antiviral | -0.7% | 0.0% | 0.0% | -0.9% | -0.3% | -0.2% | -0.1% | -0.4%

7 entries from above, with values under each structure.
Order of results – K1F lysis inhibition, CSM14.1 death rescue, XIAP displacement, NS5 inhibitors, WT yeast gro inh, WT yeast gro inh mutant strain, Yfh1-depleted yeast, RSV antiviral HEp-2, SV40 large T antigen, West Nile antiviral
26	Cc1ccc(NC(=O)c2cccnc2C(=O)O)nc1
 : -0.1%, ·, ·, -5%, ·, ·, ·, 2.7%, 7%, 0.0%
27	CC1(C)CC(=O)C(N=Nc2cccc(F)c2C#N)=C(O)C1
 : -0.8%, ·, ·, 5%, ·, ·, i, 2.5%, 3%, 0.0%
28	CC(/C=N/NC(=O)c1ccc(Cn2cc([N+](=O)[O-])cn2)o1)=C\c1ccccc1
 : 0.1%, ·, ·, 0%, ·, ·, ·, 2.0%, 16%, -0.9%
29	O=C(OCn1nnc2ccccc2c1=O)c1cc(-c2ccccc2Cl)nc2ccccc12
 : 0.0%, 0.5%, -3.3%, 6%, 7, 14, i, 0.2%, 6%, -0.3%
30	C=CCNS(=O)(=O)c1cc2c3c(c1)CCN3C(=O)CC2
 : 0.4%, ·, ·, -3%, ·, ·, ·, 6.5%, 3%, -0.2%
31	CCOC(=O)C1CCN(CC(=O)c2c(C)[nH]c3ccccc23)CC1
 : 0.3%, -3.0%, 1.9%, -3%, 13, 26, i, 0.4%, 8%, -0.1%
32	Cc1ccc(C)c(NC(=S)N/N=C2\CCc3ccccc32)c1
 : 0.4%, ·, ·, -6%, ·, ·, i, 10%, 27%, -0.4%

The list goes on:
33	COCCn1c(N)c(NCc2ccccc2)c(=O)n(CC(=O)Nc2cc(C)ccc2C)c1=O
34	O=C(NCCN1C(=O)S/C(=C\c2cccnc2)C1=O)C1CC(=O)N(Cc2ccco2)C1 (stereo unspecified)
35	O=C(CSc1ncn[nH]1)N/N=C/c1ccc(Br)cc1
36	CC(=O)NN1CCc2cc3ccc(C)cc3nc21
37	CN(C(=O)COc1cc(=O)n(C)c2ccccc12)c1ccc(Br)cc1
38	COc1ccc(C(=O)N/N=C(/C)c2ccc(N3CCCCC3)cc2)cc1
39	CC(C)CCNC(=O)C1CC(c2cccc(F)c2)=NO1 (stereo unspecified)
40	Clc1ccc(-c2nnsc2SCc2ccccc2)cc1
Compound | 33 | 34 | 35 | 36 | 37 | 38 | 39 | 40
K1F lysis inhibition | 1.5% | 0.3% | 0.3% | 0.2% | 6.2% | 0.2%[50 µM] | -0.1% | 2.3%
CSM14.1 death rescue | -0.3% | -1.0% | · | · | -2.4% | -1.5% | · | 0.2%
XIAP displacement | -4.0% | -5.3% | · | · | -8.3% | -5.2% | · | -0.5%
NS5 inhibitors | -4% | -3% | -6% | 5% | 0% | -1% | 5% | -4%
WT yeast gro inh | 14 | -7 | · | · | -12 | 1 | · | 36
WT yeast gro inh mutant strain | 8 | -15 | · | · | -8 | -5 | · | 39
Yfh1-depleted yeast | i | i | · | · | i | i | i | i
RSV antiviral HEp-2 | 2.9% | 0.0% | 0.3% | 2.3% | -0.2% | 3.1% | 1.9% | 1.9%
SV40 large T antigen | 10% | 3% | -2% | 22% | 6% | 6% | 9% | 2%
West Nile antiviral | 0.1% | 1.1% | 0.2% | 0.2% | -0.1% | -0.7% | 0.7% | -0.8%

41	C=CCN1C(=O)C2(/C(=C(\O)c3ccc4c(c3)OCCO4)C(=O)C(=O)N2CCCOC)c2ccccc21 (stereo unspecified)
42	COc1ccc(NS(=O)(=O)c2ccc(N3CCOCC3)c(NC(=O)c3cccc(F)c3)c2)cc1
43	N#Cc1nc(-c2ccccc2)oc1N1CCN(C(=O)c2ccco2)CC1
44	C/C(=N\NC(=O)c1c(C)nc2ccccn12)c1ccc(N2CCOCC2)cc1
Compound | 41 | 42 | 43 | 44
K1F lysis inhibition | 8.0% | 5.4% | 2.1%[50 µM] | 0.1%
CSM14.1 death rescue | · | -1.6% | · | -0.6%
XIAP displacement | -6.7% | -2.1% | · | -11%
NS5 inhibitors | -3% | -1% | -6% | -2%
WT yeast gro inh | 2 | -10 | · | -20
WT yeast gro inh mutant strain | 15 | -14 | · | 18
Yfh1-depleted yeast | i | i | · | i
RSV antiviral HEp-2 | -0.7% | 1.4% | 0.8% | 1.1%
SV40 large T antigen | 3% | 7% | 5% | 4%
West Nile antiviral | -0.2% | -0.5% | 0.1% | -0.5%
